Bioassay records from PubChem.
NOD2 inhibition = NOD2 signaling inhibitors, cell-based, luminescence, uHTS, HEK293 (AID 1566); actives 0.63% (n = 290,000); HEK293 NOD2/NF-kB luciferase reporter, luminescence; higher % means a stronger effect; inhibition, % at 4 µM; hits with a dose series show EC50 in µM; further: many of its hits are not listed in these tables
KOR beta-arrestin-1 = KOR agonists, beta-arrestin recruitment, primary screen, cell-based, luminescence, uHTS (AID 1777) | activation, % at 10 µM; hits with a dose series show EC50 in µM | KOR beta-arrestin recruitment, luminescence; higher % means a stronger effect | actives 0.02% (n = 280,000); in the data active means activation above about 50%, passing the limit was not always enough; further: a part of the inactive calls stands beside numbers as strong as those of hits
NTR1 agonist = NTR1-driven beta-arrestin-GFP spot formation – imaging, U2OS cells, high content, primary screen (AID 493036); P30989; activation, % at 20 µM; agonist mode; actives 0.17% (n = 330,000);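 active means activation at or above 40% of the spot to cytoplasm intensity ratio, with at least 20 cells analyzed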;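 further: 0% = DMSO without peptide and 100% = 100 nM NTR1 peptide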
Target sequence (P30989 whole entry, looked up): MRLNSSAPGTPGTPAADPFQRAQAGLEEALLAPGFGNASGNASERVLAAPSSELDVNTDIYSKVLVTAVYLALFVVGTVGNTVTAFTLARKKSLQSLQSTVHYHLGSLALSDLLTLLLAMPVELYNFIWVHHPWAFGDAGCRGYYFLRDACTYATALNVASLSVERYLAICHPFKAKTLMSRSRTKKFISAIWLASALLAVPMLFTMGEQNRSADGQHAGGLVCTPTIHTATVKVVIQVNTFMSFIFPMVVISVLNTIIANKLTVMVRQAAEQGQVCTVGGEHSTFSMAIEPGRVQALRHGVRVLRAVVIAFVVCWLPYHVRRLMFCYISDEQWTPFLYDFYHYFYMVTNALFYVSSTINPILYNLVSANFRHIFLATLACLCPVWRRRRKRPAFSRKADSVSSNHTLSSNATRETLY
GPR55 LPI antagonism = inhibition of LPI-stimulated GPR55 beta-arrestin translocation – imaging, U2OS, beta-arrestin-GFP, LPI agonist, primary screen (AID 2013); U2OS GPR55 beta-arrestin-GFP translocation imaging, LPI antagonism; higher % means a stronger effect; inhibition, % at 10 µM; hits with a dose series show IC50 in µM; actives 0.13% (n = 290,000);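 active means spots per cell inhibited over 60%, with over 100 cells counted and total cytoplasm intensity under 500,000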;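 further: U2OS cells stably carrying GPR55 and arrestin-GFP stimulated by 5 µM LPI near EC80; imaged beta-arrestin-GFP aggregate spots per cell after agonist stimulation; plate controls were LPI-stimulated DMSO wells for no effect and DMSO wells without LPI for full effect; some results filed as inactive read as strong as hits; confirmed hits need IC50 under 10 µM and bright autofluorescent wells are also inconclusive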
T cell modulator = modulates CD8 T cell binding to vesicles. 2C CD8+ T cell-vesicle binding, flow cytometry; hits give low values. calls only at 7 µM. actives 0.068% (n = 330,000). AID 2052;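 active means response, share of CD8 T cells binding vesicles, and their 90th percentile fluorescence all below set limits, cut at about 80% in these data, passing the limit was not always enough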
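Material: 2C TCR transgenic mouse naive CD8+ T cells, MACS-purified. Also added: QL9-charged Drosophila Ld/ICAM-1/B7-1 vesicles. Timing: binding 1.5 h at 37 °C. Measured by: high-throughput flow cytometry with anti-B7-1 and anti-CD8 staining. Read-out: percent CD8+ FL2 mean versus row control. Controls: Unloaded micro-vesicles (low), QL9 vesicles with 0.7% DMSO (high).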
KOR beta-arrestin-2 = KOR antagonists, beta-arrestin recruitment, cell-based, luminescence, uHTS (AID 1778) | KOR beta-arrestin recruitment, luminescence, antagonist mode; higher % means a stronger effect | inhibition, % at 10 µM, or IC50 in µM where a hit was titrated | actives 0.091% (n = 290,000); further: strong numbers were not always called active
NOD1 NF-kB reporter = NOD1 signaling inhibitors, primary screen, cell-based, luminescence, uHTS (AID 1578); actives 1% (n = 290,000); NOD1-driven NF-kB luciferase reporter cells, luminescence; higher % means a stronger effect; one-dose inhibition, % at 4 µM; EC50 in µM for titrated hits; in the data active means inhibition mostly above about 36%, no sharp cut-off; inactive means mostly below about 34%;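 further: HEK-293T reporter cells stimulated with the NOD1 agonist gamma-tri-DAP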
Myeloid diff 2 = compounds promoting myeloid differentiation. ER-HoxA9 myeloid progenitors, lysozyme-GFP differentiation, flow cytometry. calls only at 10 µM. actives 1% (n = 360,000);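 active means normalized GFP-positive differentiation at or above the plate's own cutoff, the solvent-only control mean plus 3 SD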;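 further: cells exposed to compound for four days before flow analysis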
GPR55 activation = selective activators of receptor GPR55 – imaging, U2OS cells, beta-arrestin-GFP redistribution, primary screen (AID 1961). one-dose activation, % at 10 µM; EC50 in µM for titrated hits. U2OS GPR55 beta-arrestin-GFP redistribution imaging; higher % means a stronger effect. actives 0.048% (n = 290,000);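 active means activation above 40% with more than 50 cells counted in the well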;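 further: U2OS osteosarcoma cells stably expressing GPR55 and beta-arrestin-GFP; plate controls were DMSO negative control for no effect and LPI positive control for full effect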
T cell modulator vesicle-bound % = further read-out of T cell modulator, marked with its call; double positive events, %; measured here: CD8+ vesicle-bound cell fraction;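 binding gate set so that unloaded-vesicle control wells show 10% double positive cells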
NTR1 agonist cell count 20 µM = second read-out of NTR1 agonist, no call of its own (marks repeat the call); cell count; measured here: cell count, cytotoxicity flag
Myeloid diff 2 GFP+ MAC1+ % = further read-out of Myeloid diff 2, marked with its call; GFP+ MAC1+ double positive, %; measured here: differentiation confirmed by MAC1 staining
The depositor's hits bear a star; i = inactive; . = no result given; [ ] = dose if it differs, or a comment. Unless noted, no stated cut-off is given here; in the data, active means inhibition above about 50%; inactive means the rest. An excerpt (hit frequency here may not be typical).

Start of the data: the first 3 compounds, ahead of the listing:
SMILES | NOD2 inhibition | KOR beta-arrestin-1 | NTR1 agonist | NTR1 agonist cell count 20 µM | GPR55 LPI antagonism | T cell modulator | T cell modulator vesicle-bound % | KOR beta-arrestin-2 | NOD1 NF-kB reporter | Myeloid diff 2 | Myeloid diff 2 GFP+ MAC1+ % | GPR55 activation
O=C(COC(=O)c1cnccn1)NCCc1ccc(Cl)cc1Cl | 16% | -1.9% | 0.9 | 33 | -2% | i | 22 | 3% | -23% | i | 0.5 | 0.6%
O=C1N(c2ccccc2)C(c2ccccc2)N2CCCN12 (configuration not stated) | -15% | 0.4% | -0.1 | 63 | -4% | i | 26 | -16% | -4% | i | 0.4 | -0.1%
COc1ccccc1N1CCN(C(=O)Cn2cnc3c2c(=O)n(C)c(=O)n3C)CC1 | -3% | . | -0.7 | 41 | 0% | i | 44 | . | 14% | i | 1.0 | 0.1%

Main list, previewed entries included:
SMILES | NOD2 inhibition | KOR beta-arrestin-1 | NTR1 agonist | NTR1 agonist cell count 20 µM | GPR55 LPI antagonism | T cell modulator | T cell modulator vesicle-bound % | KOR beta-arrestin-2 | NOD1 NF-kB reporter | Myeloid diff 2 | Myeloid diff 2 GFP+ MAC1+ % | GPR55 activation
O=C(COC(=O)c1cnccn1)NCCc1ccc(Cl)cc1Cl | 16% | -1.9% | 0.9 | 33 | -2% | i | 22 | 3% | -23% | i | 0.5 | 0.6%
O=C1N(c2ccccc2)C(c2ccccc2)N2CCCN12 (configuration not stated) | -15% | 0.4% | -0.1 | 63 | -4% | i | 26 | -16% | -4% | i | 0.4 | -0.1%
COc1ccccc1N1CCN(C(=O)Cn2cnc3c2c(=O)n(C)c(=O)n3C)CC1 | -3% | . | -0.7 | 41 | 0% | i | 44 | . | 14% | i | 1.0 | 0.1%
C=C(C)c1cccc(C(C)(C)NC(=O)Nc2ccc(C(C)=O)cc2)c1 | 10% | -0.6% | -0.8 | 56 | -4% | i | 32 | 17% | 9% | i | 0.3 | 0.1%
CC(C)(C)SCCNS(=O)(=O)c1ccc(C#N)cc1 | 17% | 2.6% | -1.0 | 35 | 7% | i | 9 | 29% | -6% | i | 0.7 | 0.0%
Cn1c(=O)[nH]c(=O)c2c1nc(CN1CCOCC1)n2CCCc1ccccc1 | -4% | -2.2% | -2.5 | 68 | 9% | i | 26 | 14% | -22% | i | 3.1 | -0.1%
O=C(O)c1nn(-c2ccccc2C(F)(F)F)cc1O | 7% | -4.4% | 0.3 | 49 | 11% | i | 10 | 14% | 0% | i | 0.4 | -0.1%
Cc1cc(C[n+]2cc(Cl)ccc2N)c2ncccc2c1 | -14% | 0.0% | 0.0 | 57 | -2% | i | 33 | 22% | -8% | i | 1.0 | -0.1%
Cc1cc(NC(=O)CSCc2nc(-c3cccc(F)c3)oc2C)no1 | 5% | 4.7% | 3.7 | 55 | 4% | i | 42 | -1% | -11% | i | 2.1 | -0.1%
CCC(C)(C(=O)NC1CCCCC1)N(C)C(=O)c1ccccn1 (configuration not stated) | 18% | 1.2% | -2.7 | 61 | 0% | i | 55 | 3% | -5% | i | 0.8 | 0.2%
Clc1cccc(Cl)c1CO/N=C/c1c(-c2ccccc2)nc2n1CCS2 | -2% | 2.8% | 17 | 89 | 10% | i | 19 | 9% | 24% | i | 0.4 | -0.1%
COc1ccc(/C=N\NC(=O)c2ccccc2OC)cc1COc1c(F)c(F)c(F)c(F)c1F | -21% | 4.8% | 6.4 | 33 | 11% | i | 4 | -27% | -27% | i | 1.1 | 0.0%
Cc1cccc(NC(=O)c2cc(=O)[nH]c3ccccc23)c1 | 19% | -0.9% | -0.2 | 50 | -2% | i | 57 | -19%[20 µM] | -8% | i | 0.4 | -0.4%
COc1ccc(C(=O)NCCn2cc(SCC(N)=O)c3ccccc32)cc1 | 14% | -0.3% | 0.4 | 63 | 7% | i | 5 | 15% | -10% | i | 0.2 | -0.1%
Cc1ccc(C)n1-c1nccc(-c2ccco2)n1 | 12% | -4.4% | 1.5 | 47 | 1% | i | 49 | -14% | 12% | i | 0.7 | -0.3%
COC/C=C/C1=CC2=CC(=O)C(C)(OC(=O)C3CCCC3)C(=O)C2=CO1 (configuration not stated) | 8% | -4.4% | -0.6 | 66 | 27% | i | 46 | 24% | -4% | i | 1.8 | 28%
Cc1ccc(C(=O)C(OC(=O)CN2C(=O)c3ccccc3C2=O)c2ccccc2)cc1 (configuration not stated) | 4% | 4.5% | -2.4 | 85 | 17% | i | 41 | -2% | 0% | i | 1.2 | -0.1%
COc1ccc(NC(=O)CN2C(=O)CSC2=O)cc1 | 12% | . | -1.0 | 35 | 25% | i | 46 | -23%[20 µM] | -14% | i | 0.2 | 0.6%
COc1ccc(NC(=O)CCN2CCN(c3ccc(F)cc3)CC2)cc1 | -12% | -1.0% | 0.3 | 96 | 0% | i | 49 | -16% | -12% | i | 1.6 | 0.0%
CCC1CCCCN1C(=O)c1ccc(OC2CCN(Cc3ccccn3)CC2)cc1 (configuration not stated) | 4% | 2.4% | 0.3 | 56 | 11% | i | 53 | 13% | 3% | i | 0.7 | -0.1%
O=C(O)c1ccccc1C(=O)c1ccc2c(c1)N(Cc1cccc(F)c1)C(=O)CO2 | 1% | -0.4% | 2.7 | 76 | -5% | i | 29 | -6% | -22% | i | 0.8 | -0.3%
CCCc1cc2c(c(NC(C)=O)n1)c(=O)oc1ccccc12 | 13% | -1.3% | . | . | 3% | . | . | 2% | -27% | i | 0.9 | -0.1%
CN(C)CCCNC(=O)C(=O)NCC1OCCN1S(=O)(=O)c1cccs1 (configuration not stated) | 20% | 6.7% | 0.3 | 54 | -10% | i | 14 | -56% | 16% | i | 5.5 | -0.2%
Cc1ccc2c(c1)Oc1ccc(NC(=O)CCCl)cc1C(=O)N2 | 2% | 5.4% | -1.3 | 98 | -9% | i | 57 | -31% | 0% | i | 0.7 | 0.3%
Cc1cc2ccccn2c1C(=O)c1cccc(F)c1 | 12% | -4.7% | -0.8 | 46 | 6% | i | 33 | 9% | -12% | i | 1.0 | -0.2%
Cc1ccc(NS(=O)(=O)N(C)C)cc1 | 4% | -3.1% | 2.5 | 52 | 12% | i | 52 | 6% | -20% | . | . | 0.1%
COC(=O)Cn1c(CN2CCOCC2)nc2c1c(=O)n(C)c(=O)n2C | 14% | -3.1% | 3.3 | 53 | -3% | i | 9 | -31%[20 µM] | -15% | i | 2.9 | 0.0%
COc1ccc(-n2c(C)cc(C(=O)NC3CCCCC3)c2C)cc1 | -54% | 4.4% | 2.2 | 59 | . | i | 25 | -10% | 6% | i | 6.7 | -0.1%
Cn1c(=O)c2cc(NCc3ccccc3)nnc2n(C)c1=O | -5% | 3.4% | 1.8 | 59 | -8% | i | 54 | 22% | 18% | i | 5.8 | 0.3%
O=C1NC(=S)N/C1=C/c1ccc2c(c1)OCO2 | -22% | -3.3% | -1.7 | 55 | 5% | i | 18 | 27% | -4% | i | 0.0 | 0.0%
COc1ccc(N2CCN(C(=O)Cn3cnc4sc(C)c(S(=O)(=O)N5CCOCC5)c4c3=O)CC2)cc1 | 9% | 1.2% | 3.2 | 41 | 13% | i | 44 | -4% | -12% | i | 4.3 | -0.2%
C/C(=N\NC(=O)c1ccoc1C)c1cccnc1 | 2% | 4.9% | 3.0 | 65 | 4% | i | 29 | -17% | -40% | i | 0.5 | -0.2%
CCc1[nH]c(=O)c(C#N)c2c1COC(C)(C)C2 | -1% | -1.1% | -0.8 | 55 | -11% | i | 18 | -9% | 20% | i | 8.1 | 0.0%
Cc1cc(C)n(CC(C)NCc2cn[nH]c2-c2cccc3ccccc23)n1 (configuration not stated) | 10% | 0.8% | 0.6 | 42 | 4% | i | 2 | -12% | -41% | i | 0.3 | 0.2%
COc1cc2c(cc1OC)C(c1ccccc1)N(C(=O)c1ccccc1)CC2 (configuration not stated) | -24% | -0.2% | 0.1 | 61 | -2% | i | 43 | -2%[20 µM] | -13% | i | 0.5 | 0.7%
Cc1ccc(NC(=O)COC(=O)c2ccccc2Nc2ccccc2)cc1 | 8% | 16% | -0.9 | 76 | 12% | i | 26 | -6% | -8% | i | 0.4 | -0.2%
COc1n[nH]c(C(=O)Nc2cc(Cl)ccc2Cl)c1[N+](=O)[O-] | 42% | -3.6% | 0.1 | 70 | -12% | i | 49 | -80%[20 µM] | -28% | i | 0.1 | 0.0%
Cc1ccc(S(=O)(=O)N2CCCC2C(=O)Nc2nc3ccccc3s2)cc1 (configuration not stated) | 0% | -3.9% | 2.7 | 77 | -9% | i | 40 | 14% | -14% | i | 0.5 | -0.1%
Cc1cccc(OCC(O)Cn2c(-n3nc(C)cc3C)nc3c2c(=O)[nH]c(=O)n3C)c1 (configuration not stated) | -15% | -3.1% | 0.5 | 57 | 19% | i | 45 | 19% | -15% | i | 1.0 | -0.1%
CCN(CC)c1nc(-c2ccccn2)nc(-c2ccccc2)c1C#N | 22% | 0.4% | 0.4 | 93 | 12% | i | 40 | 15% | -16% | i | 0.4 | -0.2%
COc1ccc(N(C)S(=O)(=O)c2cccc(C(=O)NC3CCC(C)CC3)c2)cc1 (configuration not stated) | -14% | 0.8% | 0.2 | 52 | 16% | i | 59 | 24% | -16% | i | 0.1 | 0.0%
Cc1cccn2c(=O)c3cc(C(=O)NCCN4CCOCC4)c(=N)n(CCc4ccccc4)c3nc12 | -3% | 4.2% | 1.6 | 37 | 8% | i | 14 | -24% | -30% | . | . | -0.1%
CCOC(=O)N1CCc2[nH]c3ccc(C)cc3c2C1 | -1% | -4.1% | 2.1 | 57 | 2% | i | 51 | -1%[20 µM] | -2% | i | 0.0 | -0.1%
COc1cccc(NC(=O)Cn2nnc(-c3ccccc3N)n2)c1 | -7% | 14% | 0.0 | 40 | 4% | i | 9 | 11% | -39% | i | 10 | -0.2%
CC1(C)C(=O)Nc2ccccc2N1C(=O)COC(=O)c1cc([N+](=O)[O-])ccc1N | 14% | -4.6% | 0.7 | 90 | 11% | i | 32 | -14% | -20% | i | 0.0 | 0.2%
C=CCNC(=O)NC(=O)c1csc([N+](=O)[O-])c1 | 6% | -1.3% | 0.4 | 52 | 9% | i | 34 | -10% | -11% | i | 0.6 | -0.1%
COCCCNC(=O)CN1C(=O)COc2ccc(S(=O)(=O)N3CCOCC3)cc21 | 0% | -1.2% | 0.5 | 47 | -4% | i | 15 | -15% | -4% | i | 1.8 | -0.1%
